FN deposition inh: inhibitors of fibronectin matrix deposition, primary screen, AH1F cells, Alexa488-fibronectin fluorescence, plate reader; inhibition, % at 12.6 µM; AH1F fibroblasts, overnight; hit rate 0.086% among 350,000;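 active = mean inhibition across replicates of 30% or more, regardless of how many single replicates reach that level; inconclusive = mean under 30% yet at least half of replicates reach 30%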;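 note: positive control wells lacked labelled fibronectin entirely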
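Test system: AH1F fibroblast monolayer depositing Alexa488-labelled fibronectin into matrix. Input: 10000 cells per well. Technique: fluorescence, ex 485 nm, em 525 nm. Buffer or medium: DMEM plus 2% serum, read in PBS. Timing: 1 h cell adhesion before compound, then overnight fibronectin incubation. Compound: single dose, pinned. Read-out basis: inhibition from reduced deposited-fibronectin fluorescence.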
PAX8 reporter: inhibitors of PAX8-driven TPO luciferase reporter, primary screen, RMG-I cells, single concentration. SteadyGlo, 24 h. inhibition, % at 12.6 µM. hit rate 1.2% among 360,000;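 active = mean replicate inhibition at least 60% with every replicate also reaching 60%; inconclusive = only one of the two criteria is met; inactive = mean below 60% and not all replicates reaching 60%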;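 note: luciferase light reporting Pax8 driven TPO promoter activity; plate controls were median of neutral control wells for no effect and mitoxantrone controls for full effect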
EWS-Fli inh: EWS/Fli-driven NR0B1 reporter inhibitors, primary screen, A673 cells, NR0B1 luciferase, luminescence, MLPCN library; viability-normalised; inhibition, % at 12.6 µM; hit rate 0.67% among 350,000;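 active = mean inhibition of at least 50% after viability correction, with every replicate also passing that limit; inconclusive = mean reaches 50% but only one of two replicates passes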;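 note: firefly luciferase signal divided by Alamar Blue viability fluorescence both relative to DMSO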
INS-1E GSIS act: GLuc luminescence reporter in INS-1E cells, primary screen for activators of glucose-dependent secretion of insulin; INS-1E GLuc reporter insulin secretion, 2-3 h; activation, % at 16.6 µM; hit rate 0.61% among 370,000; AID 743287, 2014;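 active = lowest replicate activation of at least 40%, so every replicate reaches that level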;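 note: 0% = median of neutral control wells and 100% = median of IBMX positive control wells; some compounds called inactive have numbers as strong as hits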
miR-122 sensor: miR-122 Renilla sensor signal increase in Huh7, primary screen, miR-122 inhibitor project, cell-based, single point, plate reader. AID 602342, 2012. Huh7 miR-122 Renilla luciferase sensor, 48 h; neutral wells = 0, positive control = 100. hit rate 0.3% among 340,000. activation (reporter increase), % at 12.5 µM;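 active = mean replicate activation score at least 90 and every replicate individually at or above 90; inconclusive = only one of the two criteria met; inactive = neither criterion met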;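 note: higher luciferase means less miR-122 activity so hits act as miR-122 inhibitors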
DENV2 CPE: inhibitors of DENV2 cytopathic effect, primary screen, cell-based, plate reader, single concentration; DENV2-infected cells, cytopathic effect rescue; hit rate 1.7% among 350,000; CPE inhibition, % at 9.99 µM; in the data active = CPE inhibition above about 20%, passing the limit was not always enough; inconclusive = no clear call, values can overlap the other calls; tested in BHK-21 cells;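 note: 0% = median of neutral control wells and 100% = median of positive control wells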
CFTR F508del cor: F508del CFTR correction, initial screen, CFBE line, single point | CFBE cells, YFP halide quenching; stimulated with forskolin plus potentiator P3; % fluorescence drop versus neutral controls | activity (quench increase), % at 7.58 µM | hit rate 0.36% among 350,000 | AID 720511, 2013;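 active = mean added fluorescence quench of at least 8% versus neutral control, with both replicates also reaching 8%; inconclusive = only one of the mean or replicate conditions met; inactive = mean below 8% and not both replicates reaching 8%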;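 note: cells transiently co-express mutant CFTR-F508del with the halide-sensitive YFP; corrector assay measuring rescue of mutant channel to the surface after 24 h compound exposure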
Starred values were filed as active, the others as inactive; u = inconclusive; x = not tested or not shown; [ ] = dose if it differs, or a comment. Compounds as they come (roughly 3.9% active in at least one column).

SMILES | FN deposition inh | PAX8 reporter | EWS-Fli inh | INS-1E GSIS act | miR-122 sensor | DENV2 CPE | CFTR F508del cor
C/C=C/c1ccc([C@@H]2[C@@H](CO)N(C(=O)CC)C23CN(S(C)(=O)=O)C3)cc1 | x | x | -2 | 13 | x | -11 | 0.7
CO[C@@H]1CN(C)C(=O)c2ccc(NC(=O)C3CCCC3)cc2OC[C@@H](C)N(C)C[C@@H]1C | 5 | 26 | -4 | 7 | 6[16.7 µM] | -3 | 1.9
Cc1cc(C(=O)CN2C(=O)NC3(CCCC3)C2=O)c(C)n1-c1ccc2c(c1)OCO2 | 4 | -23 | x | 4 | x | x | x
CC(=O)c1cc(C#N)c(N(C)Cc2ccccc2)nc1C | x | -20 | -1 | -12 | 4 | -8 | 0.2
CC1(C)CC(=O)C2=C(C1)Nc1ccccc1N1C(=O)c3ccccc3C21 (configuration not stated) | x | x | -4 | -18 | 5 | 9 | -2.3
C[C@@H]1O[C@@H](O[C@@H]2C(=O)c3c(O)cc(O)cc3O[C@H]2c2ccc(O)c(O)c2)[C@H](O)[C@H](O)[C@H]1O | 1 | 17 | -11 | 5 | 5 | -3 | 1.2
COc1ccc(S(=O)(=O)N(C)C[C@H]2Oc3ccc(NS(C)(=O)=O)cc3C(=O)N([C@H](C)CO)C[C@H]2C)cc1 | x | x | 7 | -5 | 13[16.7 µM] | 10 | 1.8
Cc1cc(SCC(=O)Nc2c(C)n(C)n(-c3ccccc3)c2=O)nc2ccccc12 | -3 | 12 | 6 | -5 | -6 | -7 | 0.2
CC(C)CC(=O)Nc1ccc(C(=O)COC(=O)C2CC(=O)N(Cc3ccccc3)C2)cc1 (configuration not stated) | 6 | -1 | -4 | -7 | -10 | 1 | 0.0
COc1ccc(NC(=S)Nc2ccc(S(N)(=O)=O)cc2)c(C)c1 | 11 | 7 | -5 | -8 | x | 5 | -0.7
Cc1ccccc1NS(=O)(=O)c1ccc2c(c1)n(C)c(=O)n2C | -5 | -22 | -3 | 1 | 13 | -2 | -3.7
C[C@@H]1CN([C@@H](C)CO)C(=O)Cc2cc(NC(=O)Nc3ccc4c(c3)OCO4)ccc2O[C@H]1CN(C)S(=O)(=O)c1ccc(Cl)cc1 | 0 | x | 4 | -32 | -3[16.7 µM] | -6 | 4.2
Fc1ccc(/C=N/n2cnn(Cc3ccccc3Cl)c2=S)cc1 | 0 | -20 | -17 | -7 | 2 | 0 | 0.9
Nc1c(C(=O)CSc2nnc(-c3ccccc3F)o2)c(=O)[nH]c(=O)n1C1CC1 | 2 | -5 | -6 | -3 | -13 | 5 | 2.7
CCCOc1ccccc1C(=O)N1CCNC(=O)C1CC(=O)OC(C)C (configuration not stated) | 2 | 0 | 8 | 1 | 0 | 4 | 0.6
O=C(COc1ccc(-n2ccnc2)cc1)Nc1cccc(Cl)c1 | 0 | -6 | 3 | -41 | x | 7 | 1.9
CCc1ccc2oc(-c3ccc(OC)cc3)cc(=Nc3cccc(C(=O)O)c3)c2c1 | x | 12 | 19 | 11 | 5 | 0 | x
CCS(=O)(=O)N1CCCCN2[C@H](CO)[C@H](c3ccc(-c4ccc(C(=O)N(C)C)cc4)cc3)[C@H]2C1 | -4 | -10 | -10 | 7 | -2[16.7 µM] | x | -1.7
CCc1ccc(-n2c(SCC(=O)N3CCC(C(=O)O)CC3)nnc2-c2ccncc2)cc1 | -2 | 14 | -15 | 1 | 3 | u | 3.0
Cc1cc(Cl)ccc1Oc1nccc(N(C)C)c1C#N | x | x | -18 | -39 | x | x | -4.3
C[C@@H]1CN([C@H](C)CO)S(=O)(=O)c2ccc(-c3ccccc3F)cc2O[C@H]1CN(C)C(=O)C1CC1 | x | x | -6 | -21 | 8[16.7 µM] | -5 | 1.1
CNC[C@H]1Oc2cc(Br)ccc2S(=O)(=O)N([C@H](C)CO)C[C@@H]1C | x | -6 | 8 | -3 | 6[16.7 µM] | 8 | 0.2
Cc1cccc(C(C)C)c1NC(=O)c1ccc(OCC2CCCO2)cc1 (configuration not stated) | 0 | 2 | 9 | -13 | 6 | u | -2.9
CC(=O)N1[C@@H](CO)[C@@H](c2ccccc2)[C@@H]1CN(C)S(=O)(=O)c1ccccc1 | 2 | 10 | -9 | 6 | 8[16.7 µM] | -2 | -1.1
COc1ccccc1NC(=O)CSc1nc2ccccc2nc1N1CC(C)OC(C)C1 (configuration not stated) | -2 | 19 | 18 | x | -1 | 2 | 4.3

Ordered by value in miR-122 sensor (high to low): some entries from above.
| Molecule | INS-1E GSIS act | miR-122 sensor | DENV2 CPE | CFTR F508del cor |
| --- | --- | --- | --- | --- |
| Cc1ccccc1NS(=O)(=O)c1ccc2c(c1)n(C)c(=O)n2C | 1 | 13 | -2 | -3.7 |
| CC(=O)c1cc(C#N)c(N(C)Cc2ccccc2)nc1C | -12 | 4 | -8 | 0.2 |
| COc1ccccc1NC(=O)CSc1nc2ccccc2nc1N1CC(C)OC(C)C1 (configuration not stated) | x | -1 | 2 | 4.3 |
| Cc1cc(SCC(=O)Nc2c(C)n(C)n(-c3ccccc3)c2=O)nc2ccccc12 | -5 | -6 | -7 | 0.2 |

(next part)
SMILES | FN deposition inh | PAX8 reporter | EWS-Fli inh | INS-1E GSIS act | miR-122 sensor | DENV2 CPE | CFTR F508del cor
CC(C)c1ccc(NC(=O)Nc2nc(C(N)CCc3ccccc3)cs2)cc1 (configuration not stated) | 6 | 20 | 45 | 27 | -26 | 37* | 1.0
COC(=O)Cn1cnc2c(cnn2-c2ccccc2)c1=O | 7 | 16 | 0 | x | x | -2 | -0.3
O=C(O)c1nn(CC(=O)N(C2CCCCC2)C2CCCCC2)c(=O)c2ccccc12 | -6 | -16 | 3 | -4 | x | 12 | -2.3
Cc1noc(C)c1NC(=O)Nc1ccc2c(c1)CC(=O)N([C@H](C)CO)C[C@@H](C)[C@H](CN(C)S(=O)(=O)c1cccs1)O2 | 2 | -12 | -5 | -4 | 2[16.7 µM] | 6 | -1.8
O=C(C1=C(O)C(=O)N(CCN2CCOCC2)C1c1ccc(Cl)cc1)c1cc2ccccc2o1 (configuration not stated) | 2 | -14 | -4 | 4 | -3 | -4 | 1.8
O=C(C1CC(=O)N(c2ccc(Br)cc2)C1)N1CCCC1 (configuration not stated) | x | 2 | x | 4 | -3 | -5 | -0.6
O=C(NNC(=S)NC(=O)c1ccc(Br)cc1)c1cccc([N+](=O)[O-])c1 | 2 | 15 | 5 | -18 | -1 | -4 | -2.4
Cn1c(C(=O)NCCCN2CCCC2=O)cc2c(=O)n(C)c3ccccc3c21 | -16 | -24 | -8 | -4 | 0 | 0 | -0.8
CC[n+]1c(C)n(-c2ccccc2)c2ccc(NC(C)=O)cc21 | -1 | 27 | 4 | -46 | -3 | -2 | -1.5
CCOC(=O)C1CCN(C(c2cc3cc(C)cc(C)c3[nH]c2=O)c2nnnn2C2CCCCC2)CC1 (configuration not stated) | 3 | x | x | -1 | -4 | x | x
O=C(C1CCCC1)N1CCCCN2[C@H](CO)[C@@H](c3ccc(C#CC4(O)CCCC4)cc3)[C@@H]2C1 | x | 5 | 11 | x | -28[16.7 µM] | 1 | -0.6
COc1ccc(N2CCN(c3cncc(C)n3)CC2)cc1 | x | -26 | -41 | x | -1 | -1 | 0.6
CO[C@@H]1CN(C)C(=O)c2cc(C#N)ccc2OCC[C@@H]2CC[C@@H](OC)[C@@H](CN(C)C(=O)[C@H]1C)O2 | -5 | -11 | -6 | 14 | x | 1 | x
O=C(NC1CCCc2ccccc21)C1CCCO1 (configuration not stated) | x | x | 9 | 12 | 10 | 3 | -0.2
Cc1cc(C)nc(-n2nc(C)cc2NC(=O)c2ccc(F)cc2F)n1 | -20 | -2 | 6 | 13 | -1 | x | -0.6
CCOc1cc(/C=C2\SC(=NC)N(C)C2=O)cc(Cl)c1OC(C)=O | 20 | -3 | 12 | 26 | x | 4 | 0.3
COc1ccccc1C#Cc1ccc([C@@H]2[C@@H](CO)N3CCCCN(C(=O)C4CC4)C[C@H]23)cc1 | x | 2 | -2 | x | -26[16.7 µM] | -6 | 0.0
COc1ccc(-c2csc(NC(=O)COC(=O)C3=COCCO3)n2)cc1 | 0 | -101 | -77 | 7 | x | -1 | 2.3
C[C@H]1CN([C@@H](C)CO)C(=O)c2cc(NS(=O)(=O)c3ccccc3)ccc2O[C@@H]1CN(C)S(C)(=O)=O | x | x | 3 | 4 | -3[16.7 µM] | 1 | -3.4
COCC(=O)N(C)C[C@@H]1Oc2ncc(C#Cc3ccccc3)cc2C(=O)N([C@@H](C)CO)C[C@H]1C | -3 | x | -7 | 14 | -3[16.7 µM] | 2 | 1.1
COC(CN(C)S(=O)(=O)c1cc2c3c(c1)CCN3C(=O)CC2)OC | 7 | -2 | 3 | 1 | 3 | 0 | 0.5
C[C@@H]1CN([C@H](C)CO)C(=O)Cc2cc(N(C)C)ccc2O[C@H]1CN(C)Cc1ccc(Cl)c(Cl)c1 | 0 | 32 | -3 | -16 | -11[16.7 µM] | x | 1.6
NS(=O)(=O)c1ccc(CCNS(=O)(=O)c2ccccc2)cc1 | 9 | -16 | -4 | 7 | x | -5 | -0.3
Cc1c(-c2cccc(Cl)c2)nc2ccccc2c1C(=O)OC/C(O)=C(\C#N)c1nc2ccccc2[nH]1 | 8 | 36 | 10 | 35 | -4 | -4 | -0.7
Cc1cccc(N2Cc3ccccc3C2=NC(=O)c2ccc(Cl)nc2)c1 | 6 | -84 | -54 | 12 | 20 | 3 | -1.2
SMILES | FN deposition inh | PAX8 reporter | EWS-Fli inh | INS-1E GSIS act | miR-122 sensor | DENV2 CPE | CFTR F508del cor
COCC(=O)N(C)C[C@H]1N[C@@](C)(C(=O)OC)[C@H]2C(=O)N(Cc3ccccc3)C(=O)[C@@H]12 | 4 | 3 | 2 | 17 | x | 2 | -2.7
COc1ccc2c3c([nH]c2c1)[C@H](CO)N(C(=O)NC(C)C)CC31CN(C(=O)NC2CCCC2)C1 | x | x | -5 | 20 | x | -10 | 2.8
COc1ccc(C(=O)O)cc1S(=O)(=O)NC(C)C | 1 | 8 | -4 | 12 | 0 | 2 | 1.5
FC(F)(F)c1cccc(CN2[C@@H]3CNC[C@H]2[C@@H]3c2ccc(-c3cccnc3)cc2)c1 | -8 | -7 | 0 | 7 | x | 16 | 2.9
C[C@H](CO)N1C[C@H](C)[C@H](CN(C)Cc2ccccc2)Oc2ccc(NS(C)(=O)=O)cc2CC1=O | x | -6 | -3 | 4 | -3[16.7 µM] | 10 | 3.2
C[C@@H]1CN([C@H](C)CO)C(=O)c2cccc(NS(=O)(=O)c3ccccc3)c2O[C@@H]1CN(C)Cc1ccccc1 | x | 0 | -18 | -10 | 8[16.7 µM] | 3 | 0.1
CN(C)c1cccc(C(=O)NNC(=O)CN2C(=O)C3CC=CCC3C2=O)c1 (configuration not stated) | 8 | -213 | -108 | 9 | 16 | 4 | -1.4
CC(C)C(NS(=O)(=O)c1ccccc1)C(=O)OCC(=O)NNC(=O)c1ccccc1 (configuration not stated) | 1 | -7 | -1 | -5 | x | -9 | 2.5
O=C(CSc1nnc(NC(=O)c2ccc(S(=O)(=O)N3CCOCC3)cc2)s1)Nc1ccccc1C(F)(F)F | -2 | 69* | 1 | 2 | 0 | -4 | 1.3
COc1cccc(-c2sc3ccc(OC)cc3c2C#CC(C)(C)O)c1 | 1 | 21 | 4 | 5 | 6 | x | 1.1

Screens: PubChem BioAssay, Broad Institute
